Screens (PubChem)
Tau ThT inhib: inhibitors of human tau fibril formation, thioflavin T binding | P10636 | recombinant tau K18 P301L, heparin-induced fibrillization, ThT fluorescence | Potency, µM (top dose mostly 57.4 µM), inactives show top-dose activity, negative = inhibition, hits mostly inhibitors | hit rate 2.1% among 270,000 | AID 1460; note: nearly all actives have a fitted effect of over 55% in size
Target sequence (P10636 561-689 P618L limits assumed): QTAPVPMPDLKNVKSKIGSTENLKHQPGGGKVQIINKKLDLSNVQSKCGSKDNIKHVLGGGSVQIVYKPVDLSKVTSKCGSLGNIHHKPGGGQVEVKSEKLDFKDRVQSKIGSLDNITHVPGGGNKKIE
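Fibril formation assay: tau K18 P301L at 15 uM with trace Alexa 594 label, heparin inducer 20 uM, pH 7 sodium acetate buffer, 37 C for 6 hr; endpoint ThT signal.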
Tau fluor cs: counter-screen for tau fibril formation inhibitors; Potency, µM (top dose mostly 57.7 µM), for the others: top-dose activity change, negative = decrease; tau K18 P301L (four-repeat tau fragment) Alexa594 fluorescence, heparin fibrillization; AID 1463; hit rate 0.93% among 280,000; note: nearly all actives have a fitted effect of over 55% in size
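Human K18 P301L tau (15 uM unlabeled plus 0.24 uM Alexa 594-labeled, final) in 100 mM sodium acetate pH 7 was mixed with compound and 20 uM heparin and incubated 6 hr at 37 C.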
ALDH1A1 block: ALDH1A1 (human) enzyme inhibition | P00352 | Purified ALDH1A1, NADH fluorescence, propionaldehyde substrate | Potency, µM (series often up to 75.3 µM), for the others: top-dose activity, negative = inhibition, usual class: inhibitors | hit rate 7.3% among 220,000 | AID 1030; active = well fitted inhibition curve with a large enough effect, not every such curve was filed as active; inconclusive = small, poorly fitted or top-dose-only effect, or another doubt; inactive = no such curve, though single readings can be large or run the other way;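 note: plate controls were no enzyme wells and a reference inhibitor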
Target sequence (P00352 whole entry, looked up): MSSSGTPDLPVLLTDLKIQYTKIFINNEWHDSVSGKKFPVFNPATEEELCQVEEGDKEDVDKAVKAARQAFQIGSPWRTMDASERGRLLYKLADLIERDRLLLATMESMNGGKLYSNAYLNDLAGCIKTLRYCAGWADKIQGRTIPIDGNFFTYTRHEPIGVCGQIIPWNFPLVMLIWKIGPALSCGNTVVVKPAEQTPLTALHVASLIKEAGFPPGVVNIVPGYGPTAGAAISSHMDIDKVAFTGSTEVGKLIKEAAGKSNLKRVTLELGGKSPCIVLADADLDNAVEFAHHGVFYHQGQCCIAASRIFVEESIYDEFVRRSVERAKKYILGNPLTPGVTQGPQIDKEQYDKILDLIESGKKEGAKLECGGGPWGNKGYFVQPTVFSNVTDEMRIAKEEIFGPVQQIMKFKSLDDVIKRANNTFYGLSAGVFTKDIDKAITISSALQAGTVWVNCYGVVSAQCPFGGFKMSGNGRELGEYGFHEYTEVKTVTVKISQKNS
L3MBTL1 inh: inhibitors of human L3MBTL1. AlphaScreen L3MBTL1–H3K9me1 peptide binding. Potency, µM (highest dose often 57.1 µM), for the others: at the highest dose activity, negative = inhibition, usual class: inhibitors. hit rate 0.66% among 230,000. AID 485360; note: nearly all actives have a fitted effect of over 60% in size
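AlphaScreen assay: L3MBTL1 (50 nM final) was preincubated 30 min at room temperature with biotinylated H3(1-15)K9me1 peptide (75 nM final), then 30 min with library compounds; streptavidin donor and nickel chelate acceptor beads (10 ug/mL final) added, 30 min dark.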
Tau fibril FP: tau fibrillization inhibition (FP) | P10636 | K18 P301L tau heparin fibrillization, Alexa594 FP, 6 h | Potency, µM (titrated, usually from 57.7 µM), for the others: top-dose activity, negative = inhibition, usual class: inhibitors | hit rate 0.39% among 280,000 | AID 1468; note: nearly all actives have a fitted effect of over 55% in size
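Recombinant K18 P301L […], labeled with Alexa 594 at 0.24 uM over 15 uM unlabeled; heparin inducer 20 uM final; 37 C, 6 hr; FP endpoint.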
TRb-SRC2 inh: inhibitors of human thyroid hormone receptor beta-SRC2 interaction; Potency, µM (top dose mostly 106 µM), for the others: at the top dose activity change, negative = inhibition, hits mostly inhibitors; P10828; AID 1469; hit rate 0.065% among 280,000; TRbeta-SRC2 peptide binding, fluorescence polarization; receptor liganded with 1 µM T3;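 note: plate controls were bound peptide for no effect and peptide without receptor for full effect; nearly all actives have a fitted effect of over 50% in size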
Target sequence (P10828 whole entry, looked up): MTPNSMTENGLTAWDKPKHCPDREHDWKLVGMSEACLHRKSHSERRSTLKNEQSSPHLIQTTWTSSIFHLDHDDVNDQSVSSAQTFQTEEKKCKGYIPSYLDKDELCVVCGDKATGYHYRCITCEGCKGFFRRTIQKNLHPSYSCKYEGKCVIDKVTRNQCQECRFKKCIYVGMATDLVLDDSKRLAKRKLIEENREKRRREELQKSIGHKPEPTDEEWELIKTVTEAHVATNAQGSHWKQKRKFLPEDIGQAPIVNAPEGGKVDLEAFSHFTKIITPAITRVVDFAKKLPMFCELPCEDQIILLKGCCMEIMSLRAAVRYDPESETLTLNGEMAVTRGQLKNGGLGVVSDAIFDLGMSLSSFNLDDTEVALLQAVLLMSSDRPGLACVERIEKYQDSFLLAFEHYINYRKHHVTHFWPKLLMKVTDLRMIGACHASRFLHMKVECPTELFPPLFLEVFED
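Each compound concentration gave % activity, normalized to unbound and bound Texas Red SRC2 controls, from polarization read after 5 hr ambient incubation with T3-loaded human TRb LBD.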
GLA spleen mod: alpha-galactosidase A (human) modulation. P06280. human spleen homogenate, 4MU-alpha-Gal fluorescence, 40 min. Potency, µM (highest dose often 80 µM), without a hit: top-dose activity change, negative = inhibition, actives largely listed as inhibitors. hit rate 0.008% among 240,000;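 note: 0% = enzyme with vehicle and -100% = no enzyme basal signal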
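Spleen homogenate 1 ug + cpd (titration) + 4-MU-alpha-D-galactopyranoside 1 mM; 37C 40 min; 50 mM citrate/phosphate pH 5.0, 0.01% Tween-20; stop pH 10; fluorescence 365/440; AC50 via Hill.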
TR SRC2 fluor cs: Texas Red fluorescence interference in TRb-SRC2 counter-screen; Potency, µM (top dose mostly 106 µM), for the others: top-dose fluorescence change, negative = quenching; TRb/SRC2 Texas Red total fluorescence interference; hit rate 0.29% among 280,000; active = well fitted curve in either direction with a large enough effect; inconclusive = small, poorly fitted or top-dose-only effect
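Human TRβ ligand-binding domain (0.6 uM) and Texas Red SRC2 peptide (20 nM) in Tris buffer with 1 uM T3 and 5% DMSO were incubated with pinned compound for 5 hr at ambient temperature. Total fluorescence was computed as S + 2P (555/632 nm).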
The depositor's hits bear a star; ? = inconclusive; / = no result given; & = joins results of further samples; [ ] = dose if it differs, or a comment. Unless noted, calls come from the whole dose curve; as a rule, active = well fitted curve in the direction sought with a large enough effect; inconclusive = small, poorly fitted or top-dose-only effect, or another doubt; inactive = no such curve, though single readings can be large; an effect the other way counts as inactive or inconclusive. Unless noted, % is set by controls: 0 for no effect and ±100 for the full control effect; potency is the fitted concentration of half-maximal effect.

Abbreviations: A = Tau ThT inhib; B = Tau fluor cs; C = ALDH1A1 block; D = L3MBTL1 inh; E = Tau fibril FP; F = TRb-SRC2 inh; G = GLA spleen mod; H = TR SRC2 fluor cs
Cc1ccc(S(=O)(=O)N2CCN(c3ccc4nnc(-c5ccccc5)n4n3)CC2)cc1
  A: -16%	B: -10%	C: -14%	D: /	E: 4%	F: 6%	G: 7%	H: 0%
CC1(C)Cc2cccc(OCC(O)CNCc3ccccn3)c2O1 (centres undefined)
  A: -5%	B: 1%	C: -7%	D: -2%	E: -2%	F: -18%	G: 0%	H: -3%
O=C(O)C1C2C=CC(C2)C1C(=O)Nc1ccc(C(=O)N2CCCCC2)c(Cl)c1 (centres undefined)
  A: -4%	B: 0%	C: -6%	D: -4%	E: 5%	F: -11%	G: 4%	H: -3%
CCC1(C)Cc2ccccc2C(Nc2c(C)n(C)n(-c3ccccc3)c2=O)=N1 (centres undefined)
  A: -10%	B: -7%	C: 8%	D: /	E: -1%	F: 4%	G: 4%	H: -1%
O=C(CSc1nc2[nH]ncc2c(=O)[nH]1)c1ccccc1
  A: -4%	B: 3%	C: 1%	D: 8%	E: 2%	F: -4%	G: 2%	H: 2%
O=C(COc1ccccc1)N(Cc1cccs1)C1CCS(=O)(=O)C1 (centres undefined)
  A: 5%	B: 2%	C: /	D: 0%	E: -7%	F: -4%	G: 15%	H: -5%
COC(=O)c1sccc1N/N=C/c1cccc(OC)c1O
  A: 13%	B: 12%	C: 3%	D: -9%	E: ?	F: 8%	G: 3%	H: -1%
O=[N+]([O-])c1cc(/C=N\Nc2nccs2)ccc1O
  A: 13µM*	B: 14µM*[quencher]	C: ?	D: /	E: ?	F: ?	G: 8%	H: 25µM*[quencher]
COc1ccccc1N1CCN(C(=O)CSc2n[nH]c(-c3ccccc3)n2)CC1
  A: 0%	B: -3%	C: /	D: /	E: 1%	F: -7%	G: /	H: -2%
Cc1[nH]c2ccccc2c1CCN(Cc1cccs1)C(=S)Nc1ccccc1
  A: -10%	B: 11µM*[quencher]	C: ?	D: /	E: 10%	F: 9%	G: -3%	H: -3%
CC12C(=O)N(c3cccc4cccnc34)C(=O)C1C1C=CC2C1 (centres undefined)
  A: 2%	B: 3%	C: 5%	D: /	E: 2%	F: -20%	G: 0%	H: -1%
CCOc1ccccc1NC(=O)CCn1c(=O)oc2ccccc21
  A: -6%	B: -3%	C: -1%	D: 9%	E: -4%	F: 1%	G: 0%	H: -6%
CCN(CC)S(=O)(=O)c1ccc(N2CCOCC2)c(NS(=O)(=O)c2ccc(C)c(C)c2)c1
  A: -5%	B: -16%	C: 0.89µM*	D: 9%	E: 1%	F: -4%	G: 1%	H: 10%
COc1ccc(CCNC(=O)CCCn2c(=O)c3ccccc3n(Cc3ccccc3)c2=O)cc1OC
  A: -9%	B: -11%	C: /	D: /	E: -1%	F: -1%	G: /	H: ?
CCC(=O)OCC(=O)Nc1ccc([N+](=O)[O-])cc1OC
  A: -8%	B: -2%	C: 4%	D: 6%[11.4 µM]	E: 2%	F: -6%	G: 4%	H: 2%
COc1ccc(N(CN2C(=O)c3ccccc3C2=O)C(=O)C(C)C)cc1
  A: -13%	B: -3%	C: 11µM*	D: -5%	E: -7%	F: -2%	G: 0%	H: -1%
Cc1ccc(OCCNC(=O)Cn2cnc3c(=O)n(C)c(=O)n(C)c32)cc1C
  A: -3%	B: -5%	C: 2%	D: 3%	E: -8%	F: -7%	G: 2%	H: -2%
CCc1nnc(NC(=O)c2ccc3ccccc3n2)s1
  A: ?	B: 4%	C: 18µM*	D: ?	E: 8%	F: 7%	G: -3%	H: -2%
CN1C(=O)/C(=C\c2cc(Br)cs2)c2ccccc21
  A: ?	B: -4%	C: -3%	D: -11%	E: 0%	F: 8%	G: 7%	H: -1%
CCCNC(=O)NC(=O)CSc1nnc(C)n1N
  A: -12%	B: -5%	C: 7%	D: /	E: ?	F: -12%	G: 2%	H: -2%
CCn1c(C)nc2cc(C(=O)NNC(=S)NC(=O)c3ccccc3)ccc21
  A: ?	B: 0%	C: 25µM*	D: 56%[activator]	E: -1%	F: -6%	G: -13%	H: 0%
Cc1nn(C)c(=O)c(N)c1-c1cc(-c2ccc(Cl)c(Cl)c2)n[nH]1
  A: -21%	B: -3%	C: /	D: 1%	E: 6%	F: -4%	G: 2%	H: 2%
O=C(O)c1ccc(N2C(=O)C3C4c5ccccc5C(Br)(c5ccccc54)C3C2=O)cc1 (centres undefined)
  A: -10%	B: -5%	C: 5%	D: 3%	E: -3%	F: 3%	G: 6%	H: -5%
Cc1ccc(N2C(=O)CCSC23C(=O)N(Cc2ccccc2)c2ccccc23)cc1 (centres undefined)
  A: ?	B: -2%	C: /	D: /	E: -15%	F: 5%	G: /	H: -3%
O=C(NC(=S)Nc1cccc(C(F)(F)F)c1)c1ccc2nonc2c1
  A: -16%	B: ?	C: /	D: -29%	E: 4%	F: 0%	G: -1%	H: 0%
OC(Cc1cccnc1)(Cc1cccnc1)c1cc2ccccc2[nH]1
  A: -1%	B: 1%	C: 10%	D: 1%	E: -12%	F: 1%	G: 11%	H: 1%
Clc1cccc(N/N=C/c2ccc(N3CCOCC3)s2)c1
  A: 13µM*	B: 16µM*[quencher]	C: 11µM*	D: -15%	E: ?	F: 7%	G: 4%	H: -49%
O=C(CN1C(=O)S/C(=C/c2ccncc2)C1=O)N1CCOCC1
  A: ?	B: -5%	C: 25µM*	D: 5%	E: -10%	F: 5%	G: 8%	H: -2%
O=C(O)CCn1c(SCc2ccccc2)nc2ccccc21
  A: -2%	B: 4%	C: 5%	D: 7%	E: 3%	F: 0%	G: 6%	H: -8%
Cc1ccc(C(=O)N2CCN(c3ccccc3)CC2)cc1C
  A: -6%	B: -3%	C: ?	D: /	E: 0%	F: -2%	G: -12%	H: -8%

Nothing new here: four of the compounds above.
Abbreviations: A = Tau ThT inhib; B = Tau fluor cs; C = ALDH1A1 block; D = L3MBTL1 inh; E = Tau fibril FP; F = TRb-SRC2 inh; G = GLA spleen mod; H = TR SRC2 fluor cs
Cc1ccc(S(=O)(=O)N2CCN(c3ccc4nnc(-c5ccccc5)n4n3)CC2)cc1
  A: -16%	B: -10%	C: -14%	D: /	E: 4%	F: 6%	G: 7%	H: 0%
CC1(C)Cc2cccc(OCC(O)CNCc3ccccn3)c2O1 (centres undefined)
  A: -5%	B: 1%	C: -7%	D: -2%	E: -2%	F: -18%	G: 0%	H: -3%
O=C(O)C1C2C=CC(C2)C1C(=O)Nc1ccc(C(=O)N2CCCCC2)c(Cl)c1 (centres undefined)
  A: -4%	B: 0%	C: -6%	D: -4%	E: 5%	F: -11%	G: 4%	H: -3%
CCC1(C)Cc2ccccc2C(Nc2c(C)n(C)n(-c3ccccc3)c2=O)=N1 (centres undefined)
  A: -10%	B: -7%	C: 8%	D: /	E: -1%	F: 4%	G: 4%	H: -1%

Further entries
Abbreviations: A = Tau ThT inhib; B = Tau fluor cs; C = ALDH1A1 block; D = L3MBTL1 inh; E = Tau fibril FP; F = TRb-SRC2 inh; G = GLA spleen mod; H = TR SRC2 fluor cs
O=c1c2sc3ccccc3c2n(Cc2ccccc2)c(=O)n1Cc1ccccc1
  A: -1%	B: -17%	C: /	D: /	E: -7%	F: 1%	G: /	H: 1%
COCCNC(=O)c1cc2c3ccccc3n(C)c2s1
  A: -12%	B: -11%	C: -14%	D: 3%	E: 0%	F: -1%	G: 8%	H: -6%
CN(Cc1cn(C)nc1-c1ccccc1F)C1CCOC1 (centres undefined)
  A: 4%	B: 4%	C: 4%	D: 5%	E: -1%	F: -1%	G: 5%	H: -1%
O=C(Nc1ccccc1C(F)(F)F)c1ncoc1-c1ccco1
  A: 3%	B: 0%	C: /	D: /	E: -3%	F: -1%	G: /	H: -3%
COc1ccccc1NC(=S)N(Cc1cccnc1)Cc1ccco1
  A: -2%	B: 4%	C: -4%	D: -7%	E: 7%	F: -4%	G: -6%	H: -3%
CCCC(=O)c1c(NC(C)C)cc(C)oc1=O
  A: 14%	B: 9%	C: ?	D: 8%	E: 1%	F: -14%	G: 5%	H: 0%
COC(=O)c1ccc(-n2c(C)cc(-c3csc(NC(=O)c4ccc(S(=O)(=O)N(C)C)cc4)n3)c2C)cc1
  A: ?	B: -28%	C: ?	D: 6%	E: 1%	F: -7%	G: 2%	H: 3%
Brc1ccc(-c2ccc(/C=N/Nc3nc4ccccc4[nH]3)o2)cc1
  A: 6%	B: -3%	C: ?	D: 17%	E: 2%	F: -22%[53 µM]	G: -3%	H: ?
O=C(O)c1cc(Cl)c(Cl)cc1C(=O)N1CCCC1
  A: -12%	B: -2%	C: 7%	D: -4%	E: -9%	F: 2%	G: 7%	H: -1%
CCOc1ccc(OCCSc2nc3ccccc3[nH]2)cc1
  A: ?	B: ?	C: -6%	D: 10%[11.4 µM]	E: ?	F: 0%	G: 16%	H: -2%
CCOc1cccc(N2C(=O)CC(N(CCc3ccc(OC)c(OC)c3)C(=O)CC)C2=O)c1 (centres undefined)
  A: -9%&-17%	B: -1%&-10%	C: 0%	D: -1%	E: 0%&-7%	F: 2%&6%	G: -2%&-3%	H: -1%&-1%
COc1ccc(OC)c(N=C2C(=O)Nc3ccccc32)c1
  A: ?	B: -14%	C: -12%	D: /	E: -5%	F: 1%	G: 3%	H: 2%
Cc1cn(C)c(CC(=O)NCc2cccc(Cl)c2)c1C(=O)O
  A: 7%	B: 3%	C: /	D: /	E: 2%	F: 2%	G: /	H: -25%
O=C(CC(C(=O)O)N1CCOCC1)Nc1ccc(Cl)cc1 (centres undefined)
  A: 4%	B: 6%	C: 6%	D: 4%	E: 2%	F: -4%	G: 4%	H: -1%
Cc1ccc(CCNC(=O)c2c[nH]c3ccc(S(=O)(=O)Nc4cccc(C(F)(F)F)c4)cc3c2=O)cc1
  A: ?	B: ?	C: /	D: /	E: 7.9µM*	F: 0%	G: /	H: -1%
CCN(C(=O)CCc1nc(-c2ccc(C)cc2)no1)c1cccc(C(F)(F)F)c1
  A: ?	B: -24%	C: /	D: /	E: 6%	F: -1%	G: /	H: -1%
COc1cc(/C=N/n2cnnc2)ccc1Oc1nc(Cl)ncc1F
  A: -5%	B: -5%	C: 1%	D: /	E: -4%	F: -9%	G: 7%	H: 2%
Cc1noc(C)c1COC(=O)CCOc1ccccc1
  A: -2%	B: 1%	C: ?	D: 12%	E: 0%	F: -4%	G: -7%	H: 2%
N#CC1=C(S)N(c2ccccc2)C(c2cccs2)NC1=O (centres undefined)
  A: ?	B: -11%	C: 20µM*	D: 15%	E: ?	F: 9%	G: 1%	H: -2%

Random draw from the library, and some 8.5% of all compounds hit somewhere here.
